Screening data from PubChem BioAssay.
procasp7 counter: counter-screen for procaspase-3 activators: activators of human procaspase-7 | P55210 | recombinant procaspase-7, Ac-DEVD-pNA absorbance 405 nm; D23A/D198A/D206A triple mutant, cannot self-cleave; scale: DMSO 0, 5 µM enzyme 100 | activation, % at 8.5 µM | actives 0.093% (n = 330,000) | AID 463210;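 active = percent activation above the screen-wide mean plus 3 SD, cut at about 25% in these data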
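Detection: p-Nitroaniline absorbance at 405 nm, read at 0 and 120 min; system: Uncleavable procaspase-7 mutant enzyme; evaluation: % activation from two-timepoint absorbance difference, scaled to controls; times: 1 h enzyme–compound preincubation and 2 h substrate reaction, both 25 °C; buffer or medium: Zinc-free HEPES pH 7.4 with 300 mM NaCl, 0.01% Triton X-100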
proCasp3 act: activates human procaspase-3. actives 0.11% (n = 330,000). AID 463141. P42574. activation, % at 8.5 µM. recombinant procaspase-3 D3A, Ac-DEVD-pNA absorbance 405 nm;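 active = activation above the mean of all tested compounds plus 3 SD, cut at about 21% in these data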;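 note: 0% = DMSO alone and 100% = DMSO wells spiked with extra 5 µM PC-3 D3A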
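Assay system: Autoprocessing-dead procaspase-3 D3A mutant enzyme; also added: Ac-DEVD-pNA; doses: one concentration, 8.5 µM nominal, 0.8% DMSO; times: 1 h compound preincubation, 2 h substrate hydrolysis at 25 °C; technique: 405 nm absorbance of p-nitroaniline, reads at 0 and 120 min; measure: % activation between DMSO and enzyme-spiked controls; repeats: single replicate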
MEP2 TOR yeast: modulators of TOR pathway MEP2-GFP in S. cerevisiae; S. cerevisiae MEP2-GFP strain, flow cytometry GFP, 3 h; 100% = DMSO control level; GFP response vs DMSO, % at 10 µM; actives 0.51% (n = 330,000);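 active = GFP response versus DMSO above a set limit, roughly screen mean plus 3 SD, cut at about 180% in these data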;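 note: median GFP fluorescence of the barcode-gated MEP2-GFP cells per well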
RPL19A TOR yeast: modulators of TOR pathway RPL19A-GFP in S. cerevisiae. S. cerevisiae RPL19A-GFP strain, flow cytometry, 3 h; hits give low values. actives 0.3% (n = 330,000). percent response vs DMSO, % at 10 µM;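 active = percent response vs DMSO below 50%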;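 note: median channel GFP fluorescence of the barcoded RPL19A-GFP strain; ratio of sample median GFP to plate DMSO average so 100% = DMSO; lower means less RPL19A-GFP as with rapamycin TOR inhibition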
LAP4-GFP MLPCN: modulators of TOR pathway LAP4-GFP in S. cerevisiae. S. cerevisiae LAP4-GFP multiplex, flow cytometry GFP, 3 h; median GFP as percent of DMSO wells. GFP response vs DMSO, % at 10 µM. actives 0.34% (n = 320,000). AID 2023;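 active = GFP response vs DMSO above a set limit, about the screen mean plus 3 SD, cut at about 150% in these data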
AHR act: activators of human aryl hydrocarbon receptor; P35869; AHR-responsive luciferase reporter cells, luminescence; activation, % at 5 µM; actives 2.5% (n = 320,000); AID 2796; in the data active = activation above about 47%;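 note: 0% = vehicle wells and 100% = reference agonist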
Target sequence (P35869 whole entry, looked up): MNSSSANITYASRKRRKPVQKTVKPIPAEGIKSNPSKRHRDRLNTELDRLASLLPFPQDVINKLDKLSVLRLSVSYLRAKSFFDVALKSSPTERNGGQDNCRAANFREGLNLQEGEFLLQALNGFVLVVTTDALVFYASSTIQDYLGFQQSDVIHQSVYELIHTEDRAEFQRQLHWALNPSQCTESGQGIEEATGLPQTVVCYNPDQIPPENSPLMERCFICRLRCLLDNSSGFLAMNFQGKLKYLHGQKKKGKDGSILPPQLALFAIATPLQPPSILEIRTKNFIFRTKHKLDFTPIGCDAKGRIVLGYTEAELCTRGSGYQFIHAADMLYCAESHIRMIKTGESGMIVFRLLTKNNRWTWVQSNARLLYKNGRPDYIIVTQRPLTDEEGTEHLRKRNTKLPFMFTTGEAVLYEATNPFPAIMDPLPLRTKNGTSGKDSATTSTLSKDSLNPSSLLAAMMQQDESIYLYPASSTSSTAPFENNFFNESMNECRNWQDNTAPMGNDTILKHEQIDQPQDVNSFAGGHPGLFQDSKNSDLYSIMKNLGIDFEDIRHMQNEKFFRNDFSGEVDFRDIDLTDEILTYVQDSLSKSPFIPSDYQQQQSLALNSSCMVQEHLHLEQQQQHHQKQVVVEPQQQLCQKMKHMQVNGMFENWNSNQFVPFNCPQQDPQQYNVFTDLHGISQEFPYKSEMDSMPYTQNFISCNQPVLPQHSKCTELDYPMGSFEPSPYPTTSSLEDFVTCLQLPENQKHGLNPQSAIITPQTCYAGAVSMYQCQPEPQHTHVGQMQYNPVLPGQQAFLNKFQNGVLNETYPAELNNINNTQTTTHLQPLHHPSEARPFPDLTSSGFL
CIT2-GFP yeast: alters CIT2-GFP fluorescence in TOR pathway yeast screen. actives 0.065% (n = 320,000). GFP response vs DMSO, % at 10 µM. S. cerevisiae CIT2-GFP strain, flow cytometry, 3 h; 100 means same as DMSO wells;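 active = GFP response relative to DMSO above a set limit, near the screen mean plus 3 SD, cut at about 150% in these data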;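 note: ratio of well median GFP fluorescence to mean of DMSO wells on the plate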
AGP1-GFP MLPCN: modulators of TOR pathway AGP1-GFP in S. cerevisiae. S. cerevisiae AGP1-GFP multiplex flow cytometry, 3 h; GFP as percent of DMSO wells. GFP response vs DMSO, % at 10 µM. AID 2066. actives 0.02% (n = 320,000);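 active = GFP response relative to DMSO above a set limit, near screen average plus 3 SD, cut at about 150% in these data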;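 note: median GFP channel fluorescence of the gated AGP1 strain per well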
* marks the source's active call; other numbers are inactive results; . = not tested or not shown. An unsorted share of the library; any-hit rate near 3.5%.

SMILES	procasp7 counter	proCasp3 act	MEP2 TOR yeast	RPL19A TOR yeast	LAP4-GFP MLPCN	AHR act	CIT2-GFP yeast	AGP1-GFP MLPCN
CCOc1ccc(NC(=O)N2CCN(Cc3ccc4c(c3)OCO4)CC2)cc1	-6	3	97	102	90	1	113	104
CCn1c2ccccc2c2cc(NC(=O)CSc3nnc(-c4cccc(OC)c4)n3N)ccc21	-7	-9	106	100	100	64*	94	101
O=C(c1ccco1)N1CCN(C2CC(=O)N(c3ccc4c(c3)OCO4)C2=O)CC1 (configuration not stated)	-9	0	101	101	101	1	101	100
Cc1ccc(NC(=O)CSC(C)C(=O)NCCc2ccccn2)cc1 (configuration not stated)	2	-1	103	110	109	0	108	113
CC[n+]1c(/C=C/C=C/N(C(C)=O)c2ccccc2)sc2cc(OC)ccc21	-23	-20	127	93	120	4	110	100
COc1ccc(CNC(=O)CN2CCN(C(c3ccccc3)c3ccccc3)CC2)cc1	0	10	94	96	110	1	99	94
Cc1ccc(-n2nc3c(c2NC(=O)CC(C)C)CS(=O)(=O)C3)cc1	-3	1	102	97	83	3	111	93
CC(=O)C1=C(c2ccccc2)NC(=O)NC1c1ccc2c(c1)OCO2 (configuration not stated)	6	-3	102	108	86	2	112	98
CS(=O)(=O)c1ccc(Cl)c(NC(=O)CN2CCN(C(=O)c3cccs3)CC2)c1	-2	-1	100	100	99	0	105	102
Cc1nc(S(=O)(=O)Nc2ccc3c(c2)OCCO3)cn1C	0	5	98	93	101	2	102	102
CSCCC(NS(=O)(=O)c1ccc(C)cc1)C(=O)N1CCN(C(C)=O)CC1 (configuration not stated)	3	-1	89	87	101	-3	82	96
CN(C)NC(=S)NC1CCS(=O)(=O)C1 (configuration not stated)	2	5	101	99	103	3	89	105
O=C(O)c1ccc(NC(=O)c2ccccc2NC(=O)c2ccccc2Br)cc1	9	-3	106	103	84	1	105	101
COc1ccc(C(CNC(=O)C(C)Oc2ccc(Br)cc2)N2CCCC2)cc1 (configuration not stated)	7	-8	100	97	106	1	105	107
O=C(CNC1CCCCC1)Nc1cccc(C(F)(F)F)c1	-1	6	117	101	106	9	100	100
COc1ccccc1NS(=O)(=O)c1ccc(C(=O)NCC(c2cccs2)N2CCOCC2)cc1 (configuration not stated)	15	-3	91	91	90	2	94	95
CCOC(=O)/C(C#N)=C/c1ccc(-c2ccsc2C(=O)OC)o1	5	1	108	103	104	2	99	97
C=CCNC(=O)c1ccc(N(Cc2ccc(Cl)cc2)S(C)(=O)=O)cc1	10	7	102	99	82	-2	105	97
CCC1=C(OC(=O)N(CC)CC)N2C(=O)OC(=NCC3CC3)[C@]2(C)[C@H]2C1=CC[C@H]1C(=O)N(C)C(=O)[C@H]12	-5	0	100	94	91	1	98	100
COc1ccc(NC(=S)N2CCc3ccccc32)cc1OC	-14	-18	103	104	88	53*	112	92
COc1ccc(S(=O)(=O)N2CCN(C(=O)C3CCCO3)CC2)cc1 (configuration not stated)	5	5	109	100	103	2	104	99
Cc1ccc2cc3c(nc2c1)N(Cc1ccco1)CC3	4	8	106	101	99	5	107	101
Cc1ccc(C(=O)Nc2ccccc2Oc2ccccc2)cc1[N+](=O)[O-]	2	1	97	96	95	74*	87	93
CCc1c(C)sc(NC(=O)Cn2nc(C)c([N+](=O)[O-])c2C)c1C(N)=O	-15	-12	108	109	96	-1	111	110
Cc1sc2nc(C)n(/N=C/N(C)C)c(=O)c2c1C	5	0	102	102	109	-1	106	106

Arranged by number of heavy atoms (descending): part of the list above
SMILES	procasp7 counter	proCasp3 act	MEP2 TOR yeast	RPL19A TOR yeast	LAP4-GFP MLPCN	AHR act	CIT2-GFP yeast	AGP1-GFP MLPCN
CCn1c2ccccc2c2cc(NC(=O)CSc3nnc(-c4cccc(OC)c4)n3N)ccc21	-7	-9	106	100	100	64*	94	101
O=C(O)c1ccc(NC(=O)c2ccccc2NC(=O)c2ccccc2Br)cc1	9	-3	106	103	84	1	105	101
CC[n+]1c(/C=C/C=C/N(C(C)=O)c2ccccc2)sc2cc(OC)ccc21	-23	-20	127	93	120	4	110	100
Cc1ccc(C(=O)Nc2ccccc2Oc2ccccc2)cc1[N+](=O)[O-]	2	1	97	96	95	74*	87	93
CCOC(=O)/C(C#N)=C/c1ccc(-c2ccsc2C(=O)OC)o1	5	1	108	103	104	2	99	97

Quoted from the entries so far (2 entries):
SMILES	procasp7 counter	proCasp3 act	MEP2 TOR yeast	RPL19A TOR yeast	LAP4-GFP MLPCN	AHR act	CIT2-GFP yeast	AGP1-GFP MLPCN
CCc1c(C)sc(NC(=O)Cn2nc(C)c([N+](=O)[O-])c2C)c1C(N)=O	-15	-12	108	109	96	-1	111	110
Cc1sc2nc(C)n(/N=C/N(C)C)c(=O)c2c1C	5	0	102	102	109	-1	106	106

(cont.)
SMILES	procasp7 counter	proCasp3 act	MEP2 TOR yeast	RPL19A TOR yeast	LAP4-GFP MLPCN	AHR act	CIT2-GFP yeast	AGP1-GFP MLPCN
COc1cc(OC)cc(-c2c(-c3cccs3)c3cc(-c4ccc(N(C)C)nc4)ccc3n2C)c1	-4	0	97	92	104	7	88	90
CC(/C=C/c1ccccc1)=N\NC(=O)c1ccc2c(c1)OCCO2	-8	-1	99	104	93	14	103	95
COCCn1c(SCC(=O)c2cccc(OC)c2)nnc1-c1ccco1	5	8	108	96	98	2	85	95
O=C1CCC(=O)N1c1ccc(NCc2ccccc2Cl)c([N+](=O)[O-])c1	-20	-17	97	100	97	0	85	120
COc1ccc(OC)c(S(=O)(=O)n2ccnc2C)c1	-9	-3	107	92	.	-1	96	100
c1ccc(-n2nc3ccccc3n2)cc1	3	1	99	98	85	-5	110	111
COc1cccc(C2=NOC(C(=O)NCc3cccnc3)C2)c1 (configuration not stated)	14	8	111	109	99	1	102	100
N#Cc1c(N)nc2c3c(sc(=N)c2c1N)NC(=O)CC3c1c(F)cccc1Cl (configuration not stated)	-13	-8	93	99	92	11	103	103
CCc1c(O)nc(SCC(=O)Nc2ccccc2OC)n(-c2ccccc2C)c1=O	-6	4	84	88	72	5	111	70
CCC/C(C)=N/NC(=O)c1ccccc1O	11	8	104	101	94	41	100	106
O=C(NC(=S)Nc1ncccn1)c1ccccc1Br	-24	-23	103	95	90	13	97	90
O=C(c1ccccc1F)N1CCN(Cc2ccccc2F)CC1	14	2	103	103	100	-2	103	104
O=C(c1nn(-c2ccccc2)c(=O)c2ccccc12)N1CCN(c2ccccn2)CC1	8	-4	105	102	108	-1	102	.
COc1ccc(/C=N/NC(=O)C2CCN(c3ncc(C(F)(F)F)cc3Cl)CC2)cc1	7	6	102	102	101	0	103	106
COc1ccc(Cl)c2sc(N3CCN(C(=O)c4ccco4)CC3)nc12	0	0	104	93	102	8	99	92
COc1ccccc1N(CC(=O)Nc1cccnc1)S(=O)(=O)c1ccccc1	-1	3	105	100	104	12	99	100
O=C(Nc1ccc2c(c1)CCC2)c1ccc(Br)o1	5	0	104	92	104	24	97	107
CC1CCCCN1CC(=O)NC(c1ccccc1)c1ccccc1 (configuration not stated)	1	-4	96	100	117	0	108	103
COc1ccc2nc(C)cc(N/N=C/c3cccc(OC)c3O)c2c1	-6	-2	87	97	100	111*	97	96
COC(=O)C12CC3CC(C1)CC(n1cnc(Cl)n1)(C3)C2	6	8	106	100	101	-1	101	99
Cc1ccc2oc(-c3cccc(NC(=O)c4ccc(Br)o4)c3C)nc2c1	1	3	101	94	98	32	93	92
Nc1c(N2CCCC2)c2ccccc2oc1=O	-2	-5	94	100	112	1	92	99
C=CCNc1c2c(nc3nnnn13)CCCC2	3	0	95	96	103	0	100	107
COC(=O)Cc1ccc(NC(=S)NNC(=O)C2CC2)cc1	1	3	96	100	110	4	98	112
Cc1ccc(CCNC(=O)CN(C)S(=O)(=O)c2ccc3c(c2)n(C)c(=O)c(=O)n3C)cc1	-4	-3	101	95	104	4	92	96
More records follow.
SMILES	procasp7 counter	proCasp3 act	MEP2 TOR yeast	RPL19A TOR yeast	LAP4-GFP MLPCN	AHR act	CIT2-GFP yeast	AGP1-GFP MLPCN
O=C(Nc1ccc(Cl)c(S(=O)(=O)N2CCOCC2)c1)c1cn2ccccc2n1	2	-9	108	94	101	7	104	108
CCOc1ccc2nc(NC(=O)NC3CCCCC3)sc2c1	7	8	95	99	95	15	96	100
COc1cccc(CC(=O)N2CCC(n3nccc3NC(=O)C3CCOC3)CC2)c1 (configuration not stated)	6	7	100	104	92	8	109	102
CCCCN1CC(C(=O)NC2CCCCC2)CC1=O (configuration not stated)	2	-3	103	100	102	-3	104	105
NC(=O)C1(N2CCCCC2)CCN(CC(=O)Nc2ccccc2-c2ccccc2)CC1	9	-3	91	95	96	2	94	96
Cc1ccc(N(C(=O)c2snc(C(N)=O)c2N)C(C(=O)NCC2CCCO2)c2ccc(C)o2)c(C)c1 (configuration not stated)	-7	-2	104	107	96	6	109	103
CN(CC(=O)Nc1ccccc1C(=O)NC1CC1)Cc1cccs1	6	10	110	102	116	2	110	109
CCN(C(C)=O)c1ccc(Oc2nc(OC)cc(OC)n2)cc1	-2	-3	97	100	92	-1	101	98
COc1cc(Cl)c(C)cc1NC(=O)CSC1=NCCS1	-1	10	96	99	98	3	88	90
CCc1ccc(OCCOC(=O)Nc2ccccc2)cc1	-5	12	98	97	81	5	94	91
CCOc1ccccc1NC(=O)C1Cc2ccccc2CN1S(C)(=O)=O (configuration not stated)	4	-3	94	97	91	22	93	96
CCOC(=O)c1cccc(NC(=O)C2CCCN2S(=O)(=O)c2cccc3cccnc23)c1 (configuration not stated)	-2	0	102	110	105	2	112	113
CCC(=O)Nc1nnc(SCC(=O)Nc2ccc(F)cc2)s1	-2	6	101	99	102	-1	100	100
CN(N)c1nc(C(F)(F)F)nc2ccccc12	-2	-1	93	90	96	-1	88	94
CN1CCN(Cc2ccc(OCc3ccccc3)cc2)CC1	2	-1	96	92	95	7	101	96
Cc1cc(NC(=O)c2ocnc2C)no1	0	2	102	100	100	3	98	101
O=C(N/N=C/c1ccc(F)cc1)c1cccc(NC(=O)c2ccccc2Cl)c1	4	5	108	102	92	10	101	101
CCCc1c(C(=O)Nc2ccc(N3CCOCC3)cc2)cnn1-c1ccccc1	4	-13	100	98	117	83*	101	106
CN(C)N1C(N)=C(C#N)C(c2cccc3ccccc23)C2=C1CC(c1ccccc1)CC2=O (configuration not stated)	4	6	103	97	102	6	92	95
O=c1cc(CNc2ccc(Br)cc2)nc2sccn12	15	1	107	102	103	6	94	92
CCCC(=O)c1ccc2c(c1)OCCO2	4	7	99	95	90	3	80	93
CCCCN1C(=O)C(NC(=O)c2cccnc2)(C(F)(F)F)C2=C1CC(C)(C)CC2=O (configuration not stated)	0	0	100	101	100	-1	108	102
Cc1ccc2cc(C#N)c(SCC(=O)N3CCCc4ccccc43)nc2c1C	8	1	99	96	103	3	94	92
COc1ccc(/C=N/NC(=O)c2nc(-c3ccccc3)n(-c3ccccc3)n2)c(O)c1	-9	-5	100	102	96	5	95	98
CCOc1ccccc1NC(=O)c1ccc(OCC)c([N+](=O)[O-])c1	14	8	103	101	88	1	97	95
